Screening results as filed in PubChem BioAssay.
INS-1E GSIS act = GLuc luminescence reporter in INS-1E cells, primary screen for activators of glucose-dependent secretion of insulin; activation, % at 16.6 µM; INS-1E GLuc reporter insulin secretion, 2-3 h; 370,000 tested, 0.61% active;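 active means lowest replicate activation of at least 40%, so every replicate reaches that level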;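 further: 0% = median of neutral control wells and 100% = median of IBMX positive control wells; some compounds called inactive have numbers as strong as hits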
FN deposition inh = inhibitors of fibronectin matrix deposition, primary screen, AH1F cells, Alexa488-fibronectin fluorescence, plate reader; AH1F fibroblasts, overnight; inhibition, % at 12.6 µM; 350,000 tested, 0.086% active; AID 743247, 2014;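 active means mean inhibition across replicates of 30% or more, regardless of how many single replicates reach that level; inconclusive means mean under 30% yet at least half of replicates reach 30%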;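 further: positive control wells lacked labelled fibronectin entirely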
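Material: AH1F fibroblast monolayer depositing Alexa488-labelled fibronectin into matrix / Amount: 10000 AH1F cells per well / Signal: fluorescence 485/525 nm / Medium: DMEM, 2% serum / Compound: single dose, pinned / Incubation: 1 h cell adhesion before compound, then overnight fibronectin incubation / Reagent: Alexa488-FN, 24 nM final / Read-out: inhibition of fibronectin deposition signal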
F508del corr = F508del CFTR correction, initial screen, CFBE line, single point; CFBE cells, YFP halide quenching; stimulated with forskolin plus potentiator P3; % fluorescence drop versus neutral controls; activity (quench increase), % at 7.58 µM; 350,000 tested, 0.36% active;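 active means mean added fluorescence quench of at least 8% versus neutral control, with both replicates also reaching 8%; inconclusive means only one of the mean or replicate conditions met; inactive means mean below 8% and not both replicates reaching 8%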;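 further: cells transiently co-express mutant CFTR-F508del with the halide-sensitive YFP; corrector assay measuring rescue of mutant channel to the surface after 24 h compound exposure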
miR-122 sensor = miR-122 Renilla sensor signal increase in Huh7, primary screen, miR-122 inhibitor project, cell-based, single point, plate reader; Huh7 miR-122 Renilla luciferase sensor, 48 h; neutral wells = 0, positive control = 100; activation (reporter increase), % at 12.5 µM; 340,000 tested, 0.3% active;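 active means mean replicate activation score at least 90 and every replicate individually at or above 90; inconclusive means only one of the two criteria met; inactive means neither criterion met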;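 further: higher luciferase means less miR-122 activity so hits act as miR-122 inhibitors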
DENV2 CPE rescue = inhibitors of DENV2 cytopathic effect, primary screen, cell-based, plate reader, single concentration. 350,000 tested, 1.7% active. DENV2-infected cells, cytopathic effect rescue. CPE inhibition, % at 9.99 µM; in the data active means CPE inhibition above about 20%, passing the limit was not always enough; inconclusive means no clear call, values can overlap the other calls; tested in BHK-21 cells;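 further: 0% = median of neutral control wells and 100% = median of positive control wells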
EWS-Fli inh = EWS/Fli-driven NR0B1 reporter inhibitors, primary screen, A673 cells, NR0B1 luciferase, luminescence, MLPCN library; 350,000 tested, 0.67% active; AID 651661, 2012; inhibition, % at 12.6 µM; viability-normalised;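 active means mean inhibition of at least 50% after viability correction, with every replicate also passing that limit; inconclusive means mean reaches 50% but only one of two replicates passes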;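 further: firefly luciferase signal divided by Alamar Blue viability fluorescence both relative to DMSO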
PAX8 reporter = inhibitors of PAX8-driven TPO luciferase reporter, primary screen, RMG-I cells, single concentration; SteadyGlo, 24 h; inhibition, % at 12.6 µM; 360,000 tested, 1.2% active; AID 652154, 2013;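 active means mean replicate inhibition at least 60% with every replicate also reaching 60%; inconclusive means only one of the two criteria is met; inactive means mean below 60% and not all replicates reaching 60%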;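 further: luciferase light reporting Pax8 driven TPO promoter activity; plate controls were median of neutral control wells for no effect and mitoxantrone controls for full effect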
The depositor's hits bear a star; ? = inconclusive; nt = no result given; & = joins results of further samples; ! = not confirmed by another sample; [ ] = another dose, or the depositor's remark.

# | SMILES | DENV2 CPE rescue | PAX8 reporter | EWS-Fli inh | INS-1E GSIS act | miR-122 sensor | FN deposition inh | F508del corr
1 | O=C(CSc1ccc(Cl)cc1)N/N=C/c1ccc([N+](=O)[O-])o1 | -6 | 3 | -10 | -8 | 7 | -7 | 0.7
2 | Cc1cc(C)c(OCC(=O)OC(C)C(=O)NCc2ccccc2)c(C)c1 (stereo not drawn) | -7 | -11 | -4 | -8 | nt | nt | -3.3
3 | CCCN(Cc1nc(-c2ccc(Cl)cc2)no1)CC1CCCO1 (stereo not drawn) | 13 | -6 | -7 | -33 | nt | -7 | 0.0
4 | Cc1cccc(Nc2c(O)nc[nH]c2=O)c1 | 4 | -8 | 4 | 25 | 3 | -3 | -0.4
5 | COc1ccc(S(=O)(=O)N2CCN(C(=O)NC3CCCCC3)CC2)cc1 | nt | 2 | 13 | -6 | nt | -7 | 0.7
6 | CCCC1(C(=O)OCC)NC(c2ccc(N(C)C)cc2)C2C(=O)N(c3ccc(OCC)cc3)C(=O)C21 (stereo not drawn) | nt | 2 | nt | nt | -8 | 0 | nt
7 | O=C(C1=C(O)C(=O)N(CCc2ccccc2)C1c1cccs1)c1ccco1 (stereo not drawn) | 2 | -9 | 10 | -29 | nt | 0 | nt
8 | NC(=O)c1ccsc1NC(=O)COc1ccccc1 | 0 | nt | -102 | 7 | 9 | nt | -0.6
9 | CC(C)c1c(C(=O)N/N=C/c2ccc(Cl)cc2Cl)nnn1-c1nonc1N | 2 | -11 | -29 | 10 | 4 | -9 | -0.4
10 | COc1cccc(C(CNc2ccc(S(=O)(=O)N3CCN(C)CC3)cc2[N+](=O)[O-])N(C)C)c1 (stereo not drawn) | 6 | -16 | 5 | -2 | -3 | 9 | -2.4
11 | O=C(Nc1ccccc1F)N[C@@H]1CC[C@@H](CCNC(=O)C2CCCC2)O[C@@H]1CO | 5 | 9 | 8 | 7 | 6[16.7 µM] | -8 | 1.8
12 | Clc1cccc(-c2ccc3nccn3c2)c1Cl | 5 | -4 | 1 | 29 | 3 | 10 | 5.4
13 | O=C(/C=C/c1ccccn1)c1cc(Br)ccc1O | -3 | 7 | -5 | -8 | 14 | 2 | 2.4
14 | O=C(Nc1cccc(NC(=O)c2nccc3ccccc23)c1)c1ccco1 | nt | nt | -20 | -12 | 1 | nt | 2.1
15 | COc1cccc(CCc2nnc(CCC(=O)N3CCN(Cc4ccccn4)CC3)o2)c1 | -3 | 5 | -2 | -2 | nt | -14 | 0.0
16 | COc1ccc(S(=O)(=O)Nc2ccc3c(c2)C(=O)N([C@@H](C)CO)C[C@@H](C)[C@@H](CN(C)S(=O)(=O)c2ccc(OC)cc2)OCCCC[C@H](C)O3)cc1 | -7 | -15 | 4 | -5 | 0[16.7 µM] | -2 | 1.9
17 | C[C@H](NC(=O)[C@@H]1[C@@H](CO)[C@@H]2Cn3c(ccc(C4=CCCC4)c3=O)[C@@H]2N1C)c1ccccc1 | 9 | nt | 1 | 9 | -2[16.7 µM] | nt | 0.9
18 | CNC[C@H]1Oc2cc(C#CC3(O)CCCC3)ccc2S(=O)(=O)N([C@H](C)CO)C[C@@H]1C | 3 | -7 | -3 | 22 | 7[16.7 µM] | -1 | 0.3
19 | CC(C)NC(=O)Nc1ccc2c(c1)C(=O)N([C@H](C)CO)C[C@H](C)[C@H](CN(C)C(=O)Nc1ccc(F)cc1)OCCCC[C@H](C)O2 | -1 | -10 | 1 | 2 | -7[16.7 µM] | -3 | -1.3
20 | Cc1ccc(-c2ccc(/C=N\NC(=O)C3C(=O)NCC3c3ccccc3)o2)cc1Cl (stereo not drawn) | nt | 15 | nt | nt | 11 | -1 | nt
21 | COc1ccc(N(CCC(=O)NCCc2ccccc2)S(=O)(=O)c2ccc(C)cc2C)cc1 | -2 | -36 | -38 | -50 | 3 | 1 | -5.6
22 | O=C(CSc1ccc2c(c1)OCCO2)N1CCN(c2ccccc2O)CC1 | 4 | 11 | -6 | 1 | -2 | nt | -3.2
23 | COCC1CCCCN1C(=O)c1cc(COc2ccc3ncccc3c2)on1 (stereo not drawn) | 0 | 21 | 13 | 0 | -7 | 1 | -3.2
24 | CCOc1ccccc1/C=N/Nc1ccnc(=O)[nH]1 | -5 | 8 | -3 | 1 | 1 | 3 | 1.5
25 | CCc1c(C)nn(C(=O)/C(C#N)=C\N(C)C)c1C | -2 | -12 | -1 | 3 | 1 | -11 | 0.5
26 | COc1ccc(CCC(=O)NNC(=O)c2cc(Cl)ccc2OC)cc1 | 9 | 5 | 0 | -7 | 3 | 9 | 0.1
27 | O=C(C1CCCN(S(=O)(=O)c2cnc[nH]2)C1)N(CCc1ccccc1)Cc1ccccc1 (stereo not drawn) | -1 | 1 | 15 | -19 | -5 | -1 | 5.4
28 | CC(C)(C)c1ccc(NC(=O)COC(=O)CCN2C(=O)c3cccc([N+](=O)[O-])c3C2=O)cc1 | 0 | -7 | -8 | -7 | nt | -7 | -1.3
29 | CCN(CC)S(=O)(=O)c1ccc(N2CCCC2)c(C(=O)Nc2ccc(OC)c(Cl)c2)c1 | nt | 11 | nt | -6 | -5 | nt | nt
30 | Cn1c(=O)c2c(SCC(=O)NCC3CCCO3)nc(CC(C)(C)C)nc2n(C)c1=O (stereo not drawn) | -4 | 9 | -5 | 3 | -3 | 1 | -0.9
31 | Cc1ccc(N=C2NC(=O)/C(=C/c3cccn3C)S2)cc1 | 9 | -112 | 1 | 10 | 15 | 2 | 1.5
32 | COc1cccc(-c2cnc3c(c2)C(=O)N([C@H](C)CO)C[C@@H](C)[C@H](CN(C)Cc2cccnc2)O3)c1 | 7 | nt | -4 | 9 | -1[16.7 µM] | 4 | -1.9
33 | O=C(Nc1ccc2c(c1)OCO2)c1ccccc1 | -1 | -51 | -6 | 9 | 1 | 1 | 0.3
34 | CC(=O)NCCCC(=O)NNC1CC(=O)N(c2cccc(Cl)c2)C1=O (stereo not drawn) | 1 | -26 | 12 | nt | -2 | 5 | -3.2
35 | CC(C)(C)OC(=O)C[C@H]1C/C=C\C[C@@H](CC(=O)N(CCO)Cc2ccccc2)C(=O)N[C@@H](c2ccccc2)COC1=O | ? | -3 | 2 | -17 | -5 | -1 | -0.6
36 | COC(=O)C1CCN(C2CN(Cc3ccc(F)cc3)S(=O)(=O)C2)CC1 (stereo not drawn) | 2 | -5 | -6 | 8 | 5 | nt | 7.6
37 | CCCN1CC(=O)N2C(c3ccccc3)c3[nH]c4ccccc4c3C[C@H]2C1=O (stereo partly drawn) | 13 | -4 | 14 | 1 | 50 | nt | 1.9
38 | CCC(CC)c1nnc(NC(=O)C2CCCO2)s1 (stereo not drawn) | 0 | -12 | -7 | 4 | nt | nt | 0.7
39 | C[C@H](CO)N1C[C@H](C)[C@@H](CN(C)S(=O)(=O)c2cccc(F)c2)OCc2cn(nn2)CCCC1=O | 55*! | -3&-8 | -2&-4 | 35&0 | -2 | 2&-1 | 0.3&-1.4
40 | Cc1ccccc1S(=O)(=O)N1C[C@H](O)COC[C@H]2O[C@@H](CC(=O)NCc3ccccc3Cl)CC[C@@H]21 | 3 | 4 | -5 | 1 | -6[16.7 µM] | -2 | -1.2
41 | CCCCn1c(-c2ccco2)nc2oc3ccccc3c(=O)c2c1=O | -6 | 39 | -7 | 2 | nt | -2 | 1.0
42 | CCCN(CCC)S(=O)(=O)c1cc(CN2C(=O)c3cccnc3C2=O)ccc1OC | 5 | -5 | -3 | 35 | nt | 6 | 2.7
43 | Cc1ccc(S(=O)(=O)Nc2ccc3c(c2)C(=O)N([C@@H](C)CO)C[C@H](C)[C@H](CN(C)Cc2ccncc2)OCCCC[C@H](C)O3)cc1 | 0 | 11 | 9 | -16 | 10[16.7 µM] | 1 | -0.9
44 | C[C@H]1CN([C@@H](C)CO)C(=O)c2cccc(NC(=O)Nc3ccc(F)cc3)c2O[C@@H]1CN(C)S(=O)(=O)c1ccc(F)cc1 | 5 | nt | 13 | -7 | -1[16.7 µM] | nt | 2.1
45 | Cc1ccc(S(=O)(=O)NCCOc2nc(N(C)C)nc(N(C)C)n2)cc1 | -5 | 5 | -5 | 30 | 9 | -12 | 0.2
46 | CNC(=O)c1cnc(-c2ccccc2)nc1-c1ccccc1 | 3 | 8 | 13 | -3 | nt | 0 | nt
47 | Cc1ccccc1CNCc1ccc2c(c1)OCO2 | 4 | 11 | -11 | 0 | -3 | 0 | -2.4
48 | Cc1ccc(-c2cnc3c(c2)C(=O)N([C@H](C)CO)C[C@@H](C)[C@@H](CN(C)Cc2ccccc2F)O3)cc1 | 22 | nt | -11 | -17 | 11[16.7 µM] | -3 | -1.1
49 | C[C@H](CO)N1C[C@H](C)[C@H](CN(C)CC2CC2)Oc2cc(-c3ccccc3F)ccc2S1(=O)=O | -9 | nt | 5 | 13 | nt | 5 | -3.1
50 | Cc1ccc(S(=O)(=O)Nc2ccccc2C(=O)N2CCCCC2C)c(C)c1NS(C)(=O)=O (stereo not drawn) | -1 | 25 | -7 | 9 | -10 | 1 | -0.1
51 | CCOC(=O)N1CCC(NC(=O)c2ccc(CS(=O)c3ccc(Cl)cc3)o2)CC1 (stereo not drawn) | -2 | -6 | nt | -4 | -5 | 1 | 1.9
52 | CCC(CC)COC(=O)C1=C(C)NC(=O)NC1c1cccc([N+](=O)[O-])c1 (stereo not drawn) | -5 | 4 | 13 | -10 | -5 | -3 | 1.1
53 | COC(=O)c1c(C)cccc1C1CN=NC12Cc1ccccc1C2=O (stereo not drawn) | -4 | 10 | 0 | -14 | 4 | 1 | 1.9
54 | Nc1c(C(=O)NCc2ccccc2)nnn1Cc1ccccc1 | -6 | -7 | -6 | 17 | 3 | 4 | 5.1
55 | COc1cc(C(=O)N2CCN(C(=O)CC(C)C)CC2)cc(OC)c1OC | 1 | nt | 10 | -2 | -2 | nt | 0.0
56 | COCC(=O)NC[C@@H]1[C@@H](c2ccc(-c3ccccc3)cc2)[C@@H](CO)N1C(C)=O | -12 | 7 | -4 | -2 | 0[16.7 µM] | nt | 2.4
57 | COCC1=C([C@H](O)c2ccccc2)[C@H](CO)[C@@H]2C(=O)N(C)C(=O)[C@@H]2C1 | -4 | -6 | -3 | nt | nt | nt | 0.2
58 | O=C(c1cc(-c2cccs2)nn1-c1ccccc1)N1CCN(S(=O)(=O)c2ccccc2)CC1 | ? | 0 | 11 | 9 | nt | nt | -9.6
59 | Cc1ccc(NC(=O)CN2CCN(Cc3ccccc3)CC2)cc1 | 5 | 10 | -1 | -2 | nt | -4 | -2.3
60 | Cc1ccc(C)c(COc2coc(CN3CCN(C(=O)c4ccco4)CC3)cc2=O)c1 | -3 | 2 | 0 | 26 | 2 | 8 | -2.9
61 | O=C(Nc1cccc(F)c1)C1CCN(C(=O)NCc2ccccc2)CC1 | -3 | 1 | -1 | -5 | 0 | 0 | -1.3

In a second layout: results already given
(54) Nc1c(C(=O)NCc2ccccc2)nnn1Cc1ccccc1
  DENV2 CPE rescue: -6
  PAX8 reporter: -7
  EWS-Fli inh: -6
  INS-1E GSIS act: 17
  miR-122 sensor: 3
  FN deposition inh: 4
  F508del corr: 5.1

(50) Cc1ccc(S(=O)(=O)Nc2ccccc2C(=O)N2CCCCC2C)c(C)c1NS(C)(=O)=O (stereo not drawn)
  DENV2 CPE rescue: -1
  PAX8 reporter: 25
  EWS-Fli inh: -7
  INS-1E GSIS act: 9
  miR-122 sensor: -10
  FN deposition inh: 1
  F508del corr: -0.1
